TIM10 inh: TIM10 yeast growth inhibition; inhibition, % at 10 µM; 330,000 tested, 1.4% active; S. cerevisiae TIM10 strain growth, BacTiter-Glo luminescence, 24 h;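 active = inhibition of 40% or more at the single tested concentration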;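 also: wild-type TIM10 isogenic control strain grown at permissive 25 °C; 0% = DMSO yeast wells and 100% = minimal medium wells without yeast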
APOBEC3A inh: human APOBEC3A DNA deaminase inhibition; inhibition, % at 20 µM; 330,000 tested, 0.41% active; P31941; recombinant A3A, FAM/TAMRA ssDNA deamination fluorescence;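 active = at least 40% inhibition at 20 µM here, with at most 30% in a related deaminase screen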;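 also: plate controls were A3A with DMSO for no effect and wells lacking A3A enzyme for full effect; some results filed as inactive read as strong as hits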
MIN6 prolif: induces beta-cell replication in MIN6 cells. MIN6 cells proliferation, ATPlite luminescence, 48 h; cells starved in 0.2% serum; 100% = growth in 10% serum. proliferation, % at 10 µM. 330,000 tested, 0.29% active. AID 2380;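 active = compounds whose signal lies at least 3.5 SD above the mean of all wells on their plate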;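 also: 0% = DMSO-treated cells in low-serum medium and 100% = 10% serum control; some compounds called inactive have numbers as strong as hits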
A3G deaminase: inhibitors of human APOBEC3G DNA deaminase; recombinant A3G, ssDNA deamination FAM/TAMRA fluorescence; 330,000 tested, 0.28% active; Q9HC16; inhibition, % at 20 µM;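 active = inhibition of at least 40% at 20 µM, with no more than 30% in the related APOBEC3A deaminase screen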;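 also: plate controls were DMSO wells with A3G for no effect and wells lacking A3G enzyme for full effect; some compounds called inactive have numbers as strong as hits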
Target sequence (Q9HC16 whole entry, looked up): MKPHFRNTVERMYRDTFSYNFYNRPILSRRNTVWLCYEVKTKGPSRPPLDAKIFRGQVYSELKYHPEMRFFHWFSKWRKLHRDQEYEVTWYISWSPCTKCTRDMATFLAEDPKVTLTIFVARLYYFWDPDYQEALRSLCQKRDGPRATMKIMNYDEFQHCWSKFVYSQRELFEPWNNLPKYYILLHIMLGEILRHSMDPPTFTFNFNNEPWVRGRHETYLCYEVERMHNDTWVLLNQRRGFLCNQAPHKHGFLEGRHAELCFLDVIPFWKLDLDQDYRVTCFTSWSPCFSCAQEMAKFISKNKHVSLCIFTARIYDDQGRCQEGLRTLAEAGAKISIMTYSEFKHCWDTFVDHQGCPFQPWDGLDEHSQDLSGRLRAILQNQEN
mIAP activ: mouse IAP activation; muIAP, CDP-Star luminescence, 30 min; active compounds read high; 1 = vehicle-only enzyme signal, 0 = enzyme-free wells; activation factor at 10 µM; 330,000 tested, 0.24% active;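 active = activation factor of at least 2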; also: the source names both 10 and 20 µM as test concentration; values of inactives mirror those of a sister screen read the other way
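System: Mouse IAP enzyme | Also added: CDP-Star substrate | Dosing: Compounds dispensed in DMSO | Schedule: 30 min enzyme-substrate-compound incubation at room temperature | Technique: Chemiluminescence readout | Control set: DMSO-only wells and no-enzyme negative control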
hIAP inh: blocks human intestinal alkaline phosphatase. purified IAP, CDP-Star luminescence, 30 min. P09923. AID 2544. 330,000 tested, 0.12% active. inhibition, % at 10 µM;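 active = inhibition reaching a set limit with compound at 10 µM in the primary screen, cut at about 35% in these data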;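 also: plate controls were DMSO wells with enzyme for no effect and no-enzyme buffer wells for full effect; values of inactives mirror those of a sister screen read the other way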
Target sequence (P09923 whole entry, looked up): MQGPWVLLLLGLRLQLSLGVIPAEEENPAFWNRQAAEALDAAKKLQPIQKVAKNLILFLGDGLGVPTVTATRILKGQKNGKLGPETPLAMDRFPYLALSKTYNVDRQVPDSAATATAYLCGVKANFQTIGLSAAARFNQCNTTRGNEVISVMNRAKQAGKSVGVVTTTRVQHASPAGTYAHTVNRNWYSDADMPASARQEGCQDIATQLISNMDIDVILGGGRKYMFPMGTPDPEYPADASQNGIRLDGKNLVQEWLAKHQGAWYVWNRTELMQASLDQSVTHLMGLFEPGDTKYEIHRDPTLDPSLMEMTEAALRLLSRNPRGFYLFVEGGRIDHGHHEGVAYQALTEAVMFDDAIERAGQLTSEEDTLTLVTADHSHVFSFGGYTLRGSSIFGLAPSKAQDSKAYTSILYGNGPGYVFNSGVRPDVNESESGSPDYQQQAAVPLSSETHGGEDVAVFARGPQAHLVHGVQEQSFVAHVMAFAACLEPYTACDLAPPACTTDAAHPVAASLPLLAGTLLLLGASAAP
tim10-1 inh: tim10-1 yeast growth inhibition. 330,000 tested, 2.2% active. S. cerevisiae tim10-1 ts strain growth, BacTiter-Glo, 24 h. inhibition, % at 20 µM. AID 463190;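 active = inhibition of at least 40%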;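 also: mutant grown at 25 °C; 0% = DMSO wells with yeast and 100% = wells holding no yeast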
NLRP3 yeast inh: blocks the NALP3 inflammasome reconstituted in yeast; inhibition, % at 10 µM; 330,000 tested, 0.39% active; Yeast reconstituted NLRP3/ASC/caspase-1, beta-gal luminescence, 24 h;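 active = inhibition of 50% or more; inactive = inhibition below 50%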;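 also: plate controls were induced DMSO wells for no effect and uninduced yeast grown without galactose for full effect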
mIAP block: blocks mouse intestinal alkaline phosphatase. 330,000 tested, 0.2% active. inhibition, % at 10 µM. purified mouse IAP, CDP-Star luminescence, 30 min. AID 2806;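 active = inhibition of at least 40% at 10 µM in the primary screen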;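 also: plate controls were DMSO with enzyme for no effect and no enzyme wells for full effect; values of inactives mirror those of a sister screen read the other way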
Starred values were filed as active, the others as inactive; nt = not tested or not shown. Compounds as they come; any-hit rate near 4.6%.

The line under a structure holds: TIM10 inh	APOBEC3A inh	MIN6 prolif	A3G deaminase	mIAP activ	hIAP inh	tim10-1 inh	NLRP3 yeast inh	mIAP block
CCOC(=O)c1[nH]ncc1CN1CCC(Cc2cccc(OC)c2)(C(=O)OCC)CC1
    -13	3	-3	0	0.92	-41	13	2	8
O=C(NC1CCCCC1)c1ccc(-c2ccccc2)cc1
    -9	4	-3	0	0.93	1	-4	12	7
Cc1ccc(C2(C)NC(=O)N(CC(=O)Nc3ccc(N4CCOCC4)cc3N3CCOCC3)C2=O)cc1 (stereo not given)
    2	-1	-3	14	1.1	9	12	17	-6
O=CC1=C(N2CCOCC2)/C(=C\c2ccccc2)CC1
    1	-3	-2	-11	0.99	0	4	16	1
Cc1ccc(CNCC(O)(c2ccccc2)c2ccc(F)cc2)cc1 (stereo not given)
    10	3	-5	3	1.1	-1	27	22	-10
CCC(c1nnnn1CCOC)N1CCN(Cc2ccccc2OC)CC1 (stereo not given)
    0	-1	0	-4	0.96	-22	-10	10	4
Cn1c(SCC(=O)N2CCc3ccccc32)nnc1C1CC1
    1	1	0	10	1	9	5	13	-5
Cc1cc(N2C(=O)C3C4CC(C(Br)C4Br)C3C2=O)no1 (stereo not given)
    2	-3	5	-2	0.9	-6	13	2	10
CCCN(CC(=O)Nc1ccccc1OC)C(=O)CSc1nc(C)cc(C)n1
    5	-1	1	-5	1	-6	7	17	0
CCOc1cccc(C2C(C(=O)c3ccc(C)o3)=C(O)C(=O)N2CCCn2ccnc2)c1 (stereo not given)
    3	-5	1	4	0.99	-10	12	23	1
O=C(N/N=C/c1cccnc1)/C(=C\c1cccs1)NC(=O)c1ccccc1
    -6	3	-1	-2	1	-4	1	16	-3
CC1CCc2nc(NCCO)nc(C(F)(F)F)c2C1 (stereo not given)
    11	-1	0	-5	0.97	1	20	26	3
C=CCCC(=O)N1CCC(n2nccc2NC(=O)c2ccc(OC)cc2)CC1
    6	-2	-2	1	1.1	-10	-10	6	-6
O=C(COC(=O)C1CCC(=O)N1)Nc1ccc(Br)cc1 (stereo not given)
    -4	-2	3	-2	1	4	-1	6	0
Cc1ccc(C(=O)N2CCN(c3ccc(Cl)cc3)CC2)cc1
    18	-1	0	-2	0.98	12	29	11	2
CCOC(=O)N1CCN(C(=O)c2cccc(NC3=NC4CS(=O)(=O)CC4S3)c2)CC1 (stereo not given)
    5	-3	-1	-8	0.95	-4	4	-8	5
COc1ccc(/C=C(\C#N)C(=O)Nc2cccc(C)n2)cc1
    -15	-7	1	-8	0.96	-1	1	16	4
Cn1cnc([N+](=O)[O-])c1S(=O)(=O)c1cccc(Cl)c1
    18	-2	-6	-4	0.88	-21	15	-28	12
CC1CN(C(=O)Nc2cccc(C(F)(F)F)c2)CC(C)O1 (stereo not given)
    18	1	1	2	1.3	-6	22	-7	-33
COCCCNC(=S)Nc1ccc(C)cc1
    4	-4	-1	-1	1.2	-6	20	9	-22
Cc1nc(C(=O)NCC(=O)c2ccccc2)c(C(F)(F)F)o1
    -11	0	-2	-2	0.98	-32	9	17	2
Cn1c(=O)n(C)c2cc(/C=N/NC(=O)c3cc4cc(Br)ccc4o3)ccc21
    3	39	-2	12	0.94	3	-7	-4	6
CC1(C)COC(c2cccn2Cc2ccc(F)cc2Cl)=N1
    -7	-4	1	-5	1.1	-7	16	-5	-9
CCOC(=O)C1=CN(Cc2cccc(F)c2)S(=O)(=O)N(CC)C1c1cccc(OC)c1 (stereo not given)
    5	0	nt	1	0.96	nt	28	nt	4
CC(C)Cc1ccc(C(C)C(=O)Nc2nccs2)cc1 (stereo not given)
    -48	6	-2	1	0.97	-16	-63	35	3
Nc1cc(N)nc(SCC(=O)N2CCc3ccccc32)n1
    -3	-3	-1	-4	1.1	-10	10	11	-9
CC(=O)Cc1nsc(NC(=O)c2oc(-c3ccccc3Cl)cc2C)n1
    11	-1	4	-3	0.89	6	16	5	11
Cn1cc(CCCC(=O)NCc2ccccc2)c2ccccc21
    10	-3	0	-9	1	-10	12	26	-3
O=C(N/N=C/c1ccc([N+](=O)[O-])cc1)c1ccccc1OCc1ccccc1
    0	7	2	2	1.1	14	-8	3	-6
Cc1cc(C)cc(NC(=O)C2CCN(S(=O)(=O)c3c(C)n[nH]c3C)CC2)c1
    -9	-2	0	-5	0.99	-32	9	8	1
CC1Cc2ccccc2N1C(=O)CN1C(=O)C(=O)N(Cc2ccccc2)C1=O (stereo not given)
    4	-3	0	-6	0.87	5	11	11	13
COc1ccc(C2C(C(C)=O)=C(O)C(=O)N2c2nccs2)c(OC)c1 (stereo not given)
    0	-5	3	-4	0.96	18	-7	1	4
O=C(NCCCCNC(=O)c1cccs1)c1cccs1
    -16	-1	2	-5	1.2	-4	-22	-15	-20
O=C(NNC(=O)c1ccccc1C(=O)O)c1ccc(-c2ccccc2)cc1
    17	-3	-3	-5	0.94	-2	-10	24	6
COC(C(=O)Nc1ccc(F)c(F)c1)c1ccccc1 (stereo not given)
    -18	1	0	-2	1	-3	18	4	-2
CCC(C)Nc1nc2ccccc2n2c(C)nnc12 (stereo not given)
    13	1	0	-3	0.97	-11	21	20	3
CCOc1ccc(CN(C)CC(=O)Nc2ccc3c(c2)CCC3)cc1OC
    5	5	-2	-3	0.97	-32	6	24	3
CC1(C)COC(/C=C/c2cccc([N+](=O)[O-])c2)=N1
    47*	0	3	-6	0.97	-1	60*	55*	3
O=C(CC1CCCC1)Nc1ccc(Br)cc1
    -12	-3	0	-6	1	-6	-13	42	-4
NC(=O)COC(=O)CC12CC3CC(CC(C3)C1)C2
    14	11	-3	-8	0.94	10	2	1	6
COc1ccc(-c2csc(N3CCC(C(N)=O)CC3)n2)cc1
    21	-2	0	-5	0.94	2	16	7	6
Cn1c(SCC(=O)Nc2ccc(C(N)=O)cc2)nnc1-c1cccs1
    9	0	0	0	1	29	2	0	-1
CCNc1nc(NC(C)(C)C)nc(SC(C(C)=O)C(C)=O)n1
    16	-6	0	-7	1.1	-7	17	5	-8
COc1cccc(NC(=O)c2ccc(N3C(=O)C4CC=C(C)CC4C3=O)cc2)c1 (stereo not given)
    15	-3	-1	-5	0.86	16	-10	15	14
CCN(C(C)=O)c1cccc2ccccc12
    2	-4	1	0	0.99	3	19	19	0

(cont.)
SMILES,TIM10 inh,APOBEC3A inh,MIN6 prolif,A3G deaminase,mIAP activ,hIAP inh,tim10-1 inh,NLRP3 yeast inh,mIAP block
COc1ccc(S(=O)(=O)N(C)C)cc1NC(=O)[C@H](Cc1ccccc1)N1C(=O)c2ccccc2C1=O,4,0,0,-5,0.92,5,10,13,8
O=C(CN1CCN(C(=O)c2ccccc2)CC1)Nc1ccc(Cl)cc1F,-1,-2,0,-14,0.95,12,-1,14,5
COc1ccc(NC2=NCC(=O)N2Cc2cccs2)cc1,-10,3,-5,-5,1,6,10,2,-2
Cc1ccc(NC(=O)CN(C)S(=O)(=O)c2cccc3cccnc23)c(C)c1,3,-4,-1,-8,1.1,-17,16,16,-8
COc1ccc(-c2cc(C(=O)NCC(c3ccccc3)N(C)C)c3ccccc3n2)cc1OC (stereo not given),18,-4,-5,-7,0.92,-4,20,5,8
COc1ccc(-c2nc(CS(=O)CC(=O)NCc3ccc(Cl)cc3)c(C)o2)cc1 (stereo not given),6,4,-3,2,0.92,20,20,-12,8
COc1cc(/C=N/OCC(=O)Nc2ccc(OC(F)F)cc2)ccc1OCc1ccccc1,3,2,-4,-6,0.94,3,-1,13,6
CCOC(=O)Cc1ccc(NC(=O)c2ccccc2Br)cc1,7,3,-3,-4,1.1,-5,-4,5,-5
CC1CC(=O)Nc2ccccc2S1(=O)=O (stereo not given),6,2,0,-3,1,-20,11,10,0
COc1ccc(NC(=O)c2nnn(Cc3cccc(F)c3)c2N)c(OC)c1,-2,-3,3,-6,1.2,-9,9,-12,-21
Cc1ccc(NC(=O)CN(C)C(=O)Cc2ccc(Cl)cc2Cl)cc1,7,2,-1,-8,1.1,7,17,20,-8
O=C(CCCCCN1C(=O)c2ccccc2C1=O)NC1CCCC1,3,7,-2,-6,0.97,-7,9,12,3
COc1ccc(C2C(C(=O)c3sc(C)nc3C)=C(O)C(=O)N2CCN(C)C)cc1OC (stereo not given),-21,-4,-2,-6,1.2,-2,-9,23,-18
COc1cccc(/C=C/C(=O)Nc2ccc(OC)nc2)c1,12,3,0,1,0.99,-2,-22,16,1
Cc1cccc(OCC(=O)Nc2ccc(N3CCN(C(=O)c4ccco4)CC3)cc2)c1,9,-4,-4,-4,1.1,9,15,28,-6
Cc1ccc2[nH]c(=O)c(-c3nc4cc(C)ccn4c3NCc3ccco3)cc2c1,7,0,0,-5,0.85,3,19,22,15
Cc1ccc(NC(=O)CN(C)C(=O)COC(=O)/C=C/c2cccs2)cc1,4,-1,2,-8,0.94,-19,21,28,6

Nine consecutive entries already listed:
SMILES,TIM10 inh,APOBEC3A inh,MIN6 prolif,A3G deaminase,mIAP activ,hIAP inh,tim10-1 inh,NLRP3 yeast inh,mIAP block
COc1ccc(S(=O)(=O)N(C)C)cc1NC(=O)[C@H](Cc1ccccc1)N1C(=O)c2ccccc2C1=O,4,0,0,-5,0.92,5,10,13,8
O=C(CN1CCN(C(=O)c2ccccc2)CC1)Nc1ccc(Cl)cc1F,-1,-2,0,-14,0.95,12,-1,14,5
COc1ccc(NC2=NCC(=O)N2Cc2cccs2)cc1,-10,3,-5,-5,1,6,10,2,-2
Cc1ccc(NC(=O)CN(C)S(=O)(=O)c2cccc3cccnc23)c(C)c1,3,-4,-1,-8,1.1,-17,16,16,-8
COc1ccc(-c2cc(C(=O)NCC(c3ccccc3)N(C)C)c3ccccc3n2)cc1OC (stereo not given),18,-4,-5,-7,0.92,-4,20,5,8
COc1ccc(-c2nc(CS(=O)CC(=O)NCc3ccc(Cl)cc3)c(C)o2)cc1 (stereo not given),6,4,-3,2,0.92,20,20,-12,8
COc1cc(/C=N/OCC(=O)Nc2ccc(OC(F)F)cc2)ccc1OCc1ccccc1,3,2,-4,-6,0.94,3,-1,13,6
CCOC(=O)Cc1ccc(NC(=O)c2ccccc2Br)cc1,7,3,-3,-4,1.1,-5,-4,5,-5
CC1CC(=O)Nc2ccccc2S1(=O)=O (stereo not given),6,2,0,-3,1,-20,11,10,0
